Lamin A splicing = modulators of lamin A splicing; 200,000 tested, 0.01% active; HeLa LMNA splicing GFP/RFP minigene ratio, 48 h; Potency, µM (doses to about 46.1 µM), without a hit: at the highest dose ratio change, negative = inhibition, hits mostly inhibitors; active = well fitted inhibition curve with a large enough effect in the signal ratio, with a control signal flat, not every such curve was filed as active; inconclusive = small, poorly fitted or top-dose-only effect, or effect the other way, or a change in a side signal; the % refers to the signal ratio; also: potency is read from the fitted curve at half-maximal effect; % is scaled to controls: 0 for no effect and ±100 for the full control effect
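S3 HeLa cells stably expressing lamin A-EGFP splicing minigene plus DsRed2, 600 cells/well, 48 h compound exposure at 37C. Laser-scanning cytometry; analysed as GFP (500-530 nm)/RFP (575-640 nm) total intensity ratio; 0.5% DMSO vehicle.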
HTT aggregate = inhibitors of mutant huntingtin aggregate formation in PC12 cells; 220,000 tested, 1.1% active; AID 1688; PC12 HttQ103-GFP aggregates, Acumen cytometry, 40 h; Potency, µM (top dose mostly 46.1 µM), without a hit: top-dose activity change, negative = inhibition, actives largely listed as inhibitors; also: potency is read from the fitted curve at half-maximal effect; % is scaled to controls: 0 for no effect and ±100 for the full control effect; nearly all actives have a fitted effect of over 60% in size
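Inducible Q103 Huntingtin exon 1–GFP PC12 line, 1500 cells/well in phenol red free DMEM with 5% equine and 5% calf serum. Tebufenozide 100 nM induced expression; compounds titrated; aggregates quantified by cytometry.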
IMPase Li inh = cell-permeable IMPase inhibitors with lithium potentiation | AID 1457 | CHO-M1 cells, IP1 TR-FRET (IP-One), carbachol + lithium | 210,000 tested, 0.35% active | Potency, µM (top dose mostly 59.4 µM), inactives show at the top dose activity, negative = IMPase inhibition, hits mostly inhibitors;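 also: IP1 builds up when IMPase is blocked and the TR-FRET signal falls; potency is read from the fitted curve at half-maximal effect; plate controls were basal vehicle for no effect and high inhibitor control for full effect; nearly all actives have a fitted effect of over 50% in size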
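Lithium-sensitised IP1 accumulation assay; M1-expressing CHO cells treated 30 min at 37C with compound. Competitive antibody detection by time-resolved FRET followed a 10 min room-temperature lysis step.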
CBFb-RUNX1 inh = inhibitors of human CBF-beta and RUNX1 interaction | Q01196+Q13951 | Potency, µM (doses to about 59.8 µM), inactives show top-dose activity, negative = inhibition, most hits filed as inhibitors | AlphaScreen CBFb-His/RUNX1-biotin binding, biochemical | 230,000 tested, under 10 active | AID 1477; also: % of control where 0% means no effect
Target sequence (Q01196 whole entry, looked up): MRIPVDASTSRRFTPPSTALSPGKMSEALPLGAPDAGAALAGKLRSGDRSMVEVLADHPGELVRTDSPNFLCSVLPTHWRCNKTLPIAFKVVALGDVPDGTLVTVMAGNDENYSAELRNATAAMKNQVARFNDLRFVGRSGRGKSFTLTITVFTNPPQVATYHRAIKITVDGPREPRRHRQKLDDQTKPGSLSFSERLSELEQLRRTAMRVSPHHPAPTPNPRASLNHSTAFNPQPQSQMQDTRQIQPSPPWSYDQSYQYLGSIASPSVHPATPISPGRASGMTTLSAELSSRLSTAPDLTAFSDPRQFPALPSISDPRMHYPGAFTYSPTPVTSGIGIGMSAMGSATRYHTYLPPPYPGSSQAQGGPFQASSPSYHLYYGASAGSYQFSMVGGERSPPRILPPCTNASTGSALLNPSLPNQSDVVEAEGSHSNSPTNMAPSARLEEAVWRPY
Target sequence (Q13951 whole entry, looked up): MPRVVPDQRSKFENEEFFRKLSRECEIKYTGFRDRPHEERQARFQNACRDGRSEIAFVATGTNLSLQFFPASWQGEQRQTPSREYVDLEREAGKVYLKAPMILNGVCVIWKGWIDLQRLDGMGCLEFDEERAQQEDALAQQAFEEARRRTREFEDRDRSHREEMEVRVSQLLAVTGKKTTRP
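Inhibition was taken as any reduction in AlphaScreen signal from the CBF-beta–RUNX1 pair (His and biotin tags, 30 nM each), measured after compound (15 min) and bead (90 min) incubations at room temperature.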
Epigenetic reg = derepresses silenced GFP reporter in murine cells | murine LDR cells, GFP reporter derepression, 30 h | Potency, µM (highest dose often 53.9 µM), without a hit: at the highest dose GFP activation, actives largely listed as activators | 280,000 tested, 0.2% active; also: potency is read from the fitted curve at half-maximal effect; % of control where 0% means no effect; nearly all actives have a fitted effect of over 60% in size
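Murine LDR cells carrying a silenced, genomically integrated CMV-driven GFP reporter were exposed to compound for 30 hours at 37 C. After PBS washes, GFP-positive cells (20–120 um objects) were counted by laser-scanning microplate cytometry.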
Luc counter = Kinase-Glo luciferase inhibition (counter-screen); Q27757; Kinase-Glo luciferase, ATP luminescence, 8 min; Potency, µM (highest dose often 38.3 µM), inactives show at the highest dose activity change, negative = inhibition, usual class: inhibitors; 200,000 tested, 0.28% active; also: potency is read from the fitted curve at half-maximal effect; % is scaled to controls: 0 for no effect and ±100 for the full control effect; nearly all actives have a fitted effect of over 60% in size
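Light output from Kinase-Glo luciferase with luciferin and 10 uM ATP in 50 mM imidazole pH 7.2, KCl, MgCl2, Tween 20, BSA; compound pin-delivered, 8-min ambient incubation, then luminescence read.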
NPSR antagonist = blocks cAMP signaling of the human neuropeptide S receptor; Q6W5P4; CHO-NPSR cells, cAMP TR-FRET, antagonist mode; Potency, µM (titrated, usually from 38.3 µM), inactives show at the highest dose activity change, negative = inhibition, usual class: inhibitors; 220,000 tested, 1% active; AID 1461; also: potency is read from the fitted curve at half-maximal effect; % is scaled to controls: 0 for no effect and ±100 for the full control effect; nearly all actives have a fitted effect of over 50% in size; many of its hits are not listed in these tables
Target sequence (Q6W5P4 whole entry, looked up): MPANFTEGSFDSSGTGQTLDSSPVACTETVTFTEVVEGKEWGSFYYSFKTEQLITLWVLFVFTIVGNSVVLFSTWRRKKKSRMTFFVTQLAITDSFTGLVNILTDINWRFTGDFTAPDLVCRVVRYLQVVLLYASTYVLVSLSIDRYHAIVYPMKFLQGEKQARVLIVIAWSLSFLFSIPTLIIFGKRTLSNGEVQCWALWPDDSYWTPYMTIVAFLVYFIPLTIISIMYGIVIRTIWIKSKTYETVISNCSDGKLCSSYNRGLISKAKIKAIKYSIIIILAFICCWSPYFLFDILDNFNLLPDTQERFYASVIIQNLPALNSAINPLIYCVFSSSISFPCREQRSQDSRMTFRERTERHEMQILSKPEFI
Active calls of the source: *; u = inconclusive; x = not tested or not shown; [ ] = dose if it differs, or a comment. Unless noted, calls follow the shape of the dose curve; as a rule, active = well fitted curve in the direction sought with a large enough effect; inconclusive = small, poorly fitted or top-dose-only effect, or another doubt; inactive = no such curve, though single readings can be large; an effect the other way counts as inactive or inconclusive. This is a subset; rates above refer to the full screens.

SMILES	Lamin A splicing	HTT aggregate	IMPase Li inh	CBFb-RUNX1 inh	Epigenetic reg	Luc counter	NPSR antagonist
CCOCN(C(=O)Cn1c(CO)nc2ccccc21)c1c(C)cccc1CC	2%	9%	x	3%	-5.5%	x	-11%[46.1 µM]
CC(C)(C)c1nnc2cccc(Cl)n12	-14%[46 µM]	-8%[9.22 µM]	11%	3%	-3.8%	2%	26%
Cc1ccccc1NS(=O)(=O)c1cc(S(C)(=O)=O)ccc1Cl	-16%	1%	28%[38.3 µM]	-4%	-1.6%	-1%	-11%[46.1 µM]
COc1ccc(CCN2C(=O)CC(NNC(=O)c3cccc(O)c3)C2=O)cc1 (configuration not stated)	-6%	-21%	0%	-5%	-0.9%	0%	14%
CCN(CC)S(=O)(=O)c1ccc(NN=c2c(=O)c3ccccc3c2=O)cc1	x	-10%[9.22 µM]	x	2%	-1.0%	x	2%
O=C(Nc1ccccc1)N(Cc1cccnc1)Cc1ccco1	9%	12%	21%[38.3 µM]	1%	0.0%	-1%	-5%[46.1 µM]
CCOC(=O)c1ccc(-n2c(C)nc3ccc(Br)cc3c2=O)cc1	x	10%[9.22 µM]	x	14%	-1.1%	x	-25%
COc1ccc(C(=O)NCC(=O)OCC(=O)N2CCN(S(=O)(=O)c3ccccc3)CC2)cc1	-5%	11%	0%	8%	-0.9%	-2%	8%
COC(=O)C1=C(C)NC2=C(C(=O)CCC2)C1c1cccc(C)n1 (configuration not stated)	-2%	1%	12%[38.3 µM]	-6%	-1.0%	0%	-5%[46.1 µM]
N#CCSc1nnc(SCC#N)s1	x	-19%[9.22 µM]	x	-16%	0.0%	x	8%
CSC1=C(C#N)C(=O)NC(c2ccc(Cl)cc2)S1 (configuration not stated)	x	12%[9.22 µM]	x	4%	0.0%	x	-59%
CC(C)CC1NC(=O)N(CC(=O)N2c3ccccc3NC(=O)C2(C)C)C1=O (configuration not stated)	x	5%	-3%	-14%	4.4%	-1%	8%
O=C(c1ccc(F)cc1)N(NC(=O)C(O)(c1ccccc1)c1ccccc1)c1ccccc1	-3%	23%	16%	-19%	-1.0%	4%	-11%
COc1cc(CN2CCC(CO)(CCOc3ccccc3)CC2)cc(OC)c1	x	22%[9.22 µM]	x	10%	-1.0%	x	1%
NC1=NC2(CCCCCC2)n2c(nc3ccccc32)N1	16%	12%	-8%[38.3 µM]	3%	-0.9%	3%	-18%[46.1 µM]
COc1ccc(CC(=O)O/N=C(\N)c2ccncc2)cc1	x	0%[9.22 µM]	x	5%	0.1%	x	7%
COc1ccc(C2C(C#N)=C(N)N(c3cccnc3)C3=C2C(=O)CC(C)(C)C3)cc1OC (configuration not stated)	10%	-6%	-6%	-15%	-7.3%	-1%	12%
CN(C)c1ccc(NC(=O)c2cccc(N3C(=O)CCC3=O)c2)cc1	u	15%	35%[activator][38.3 µM]	2%	-0.7%	4%	u
CC(C)c1ccc(CNc2ccc([N+](=O)[O-])cn2)cc1	-2%[46 µM]	-17%	7%	-7%	1.3%	2%	-20%
Cc1cc2cc(CN(CCCN3CCOCC3)C(=O)NC3CCCCC3)c(=O)[nH]c2cc1C	20%	16%	31%[activator][38.3 µM]	1%	-1.1%	0%	u

In another format: results already given.
SMILES | Lamin A splicing | HTT aggregate | IMPase Li inh | CBFb-RUNX1 inh | Epigenetic reg | Luc counter | NPSR antagonist
CCN(CC)S(=O)(=O)c1ccc(NN=c2c(=O)c3ccccc3c2=O)cc1 | x | -10%[9.22 µM] | x | 2% | -1.0% | x | 2%
COc1ccc(C(=O)NCC(=O)OCC(=O)N2CCN(S(=O)(=O)c3ccccc3)CC2)cc1 | -5% | 11% | 0% | 8% | -0.9% | -2% | 8%

Grouped by structure, the entries above with sulfur.
SMILES	Lamin A splicing	HTT aggregate	IMPase Li inh	CBFb-RUNX1 inh	Epigenetic reg	Luc counter	NPSR antagonist
Cc1ccccc1NS(=O)(=O)c1cc(S(C)(=O)=O)ccc1Cl	-16%	1%	28%[38.3 µM]	-4%	-1.6%	-1%	-11%[46.1 µM]
CCN(CC)S(=O)(=O)c1ccc(NN=c2c(=O)c3ccccc3c2=O)cc1	x	-10%[9.22 µM]	x	2%	-1.0%	x	2%
COc1ccc(C(=O)NCC(=O)OCC(=O)N2CCN(S(=O)(=O)c3ccccc3)CC2)cc1	-5%	11%	0%	8%	-0.9%	-2%	8%
N#CCSc1nnc(SCC#N)s1	x	-19%[9.22 µM]	x	-16%	0.0%	x	8%
CSC1=C(C#N)C(=O)NC(c2ccc(Cl)cc2)S1 (configuration not stated)	x	12%[9.22 µM]	x	4%	0.0%	x	-59%

Next section
SMILES	Lamin A splicing	HTT aggregate	IMPase Li inh	CBFb-RUNX1 inh	Epigenetic reg	Luc counter	NPSR antagonist
O=C(NCCCn1ccnc1)/C(=C/c1cccnc1)NC(=O)c1ccco1	x	26%[9.22 µM]	x	-12%	-4.4%	x	10%
CNC(=O)CCCCCNS(=O)(=O)c1ccc(C)cc1	-4%	5%	7%	2%	1.0%	3%	4%
NC(=O)C1CCN(c2ccnc3cc(Cl)ccc23)CC1	-11%[46 µM]	-8%	5%	12%	-0.3%	2%	3%
O=C(NCCC1=CCCCC1)C1CCN(S(=O)(=O)c2cccc3cccnc23)CC1	-15%	-8%	24%[38.3 µM]	6%	0.1%	3%	-5%[46.1 µM]
O=C(NCc1ccccc1)NC1CCCCC1	-1%	15%	-23%[38.3 µM]	4%	4.7%	11%	-5%[46.1 µM]
COc1ccc(Cl)cc1NC(=O)COC(=O)CCNC(C)=O	7%	-2%	-3%[38.3 µM]	3%	-2.3%	-1%	0%[46.1 µM]
CCn1c(SCC(=O)c2ccc(Cl)s2)nnc1-c1cccs1	-2%	-13%	0%[38.3 µM]	-1%	-0.8%	-3%	-23%[46.1 µM]
COc1cc(/C=N/n2cnnc2)ccc1OCCOc1ccccc1	12%	27%	-11%[38.3 µM]	-1%	0.0%	-3%	3%[46.1 µM]
CC(C(N)=O)N1c2cccc3cccc(c23)S1(=O)=O (configuration not stated)	-3%[46 µM]	-1%	-6%	7%	-1.2%	1%	12%
O=C(Nc1ccc(Cl)cc1)C1CCC(=O)N1Cc1ccccc1Cl (configuration not stated)	19%	u	5%[38.3 µM]	-1%	1.1%	2%	-18%[46.1 µM]
Cc1cc(NCCCn2ccnc2)n2ncc(-c3ccc(Cl)cc3)c2n1	u	-32%	-4%[38.3 µM]	-4%	0.0%	-1%	-28%[46.1 µM]
Cc1cc(=O)n(-c2ccccc2Cl)[nH]1	6%[9.22 µM]	-17%	-3%	13%	1.7%	-2%	13%
O=C(NCCc1c[nH]c2ccc(Cl)cc12)c1cccnc1	-18%	-23%	33%[activator][38.3 µM]	6%	-2.4%	-5%	-13%[46.1 µM]
N#Cc1ccsc1NC(=O)c1ccccn1	-1%	0%	-3%[38.3 µM]	-6%	0.0%	-1%	7%[46.1 µM]
CCN(CC)S(=O)(=O)c1ccc(N(C)Cc2ccc(C(F)(F)F)cc2)nc1	u	10µM*	18%[38.3 µM]	16%	-1.0%	-3%	u
COc1ccc(/C=C/c2c([N+](=O)[O-])c(=O)n(C)c(=O)n2C)c(OC)c1	-8%[46 µM]	8%	0%	0%	-5.4%	-1%	-7%
COc1ccc(-c2cnc(NCc3cc4c(cc3[N+](=O)[O-])OCO4)n2C)cc1	-7%	8%	11%	-7%	0.0%	-2%	-6%
O=C(c1ccccc1C(=O)N1CCN(c2ccccc2)CC1)N1CCN(c2ccccc2)CC1	-19%	-10%	-2%	-6%	0.9%	-2%	-11%[46.1 µM]
OCc1nc2ccccc2n1CCCOc1ccc(Br)cc1	u	-15%	-4%[38.3 µM]	4%	-0.7%	3%	-16%[46.1 µM]
CC1(C)C(=O)OC(c2ccccc2)C(C)(C)C1=O (configuration not stated)	x	1%[9.22 µM]	x	1%	0.1%	x	4%
c1csc(CNc2ccc3c(c2)OCCO3)c1	3%	6%	4%	-11%	-1.1%	2%	9%
Cc1c(N2C(=O)CSC2=S)c(=O)n(-c2ccccc2)n1C	x	-20%	-1%	5%	7.3%	0%	32%
COC(=O)c1ccc(Cn2nc(C)c(Cl)c2C)o1	13%	-30%	12%[38.3 µM]	-7%	-0.9%	-5%	9%[46.1 µM]
COC(=O)c1cc2ccc(OC)c(OC)c2c(=O)s1	-8%	-18%	-1%[38.3 µM]	5%	2.6%	1%	-7%[46.1 µM]
Cc1ccc(NC(=O)Cn2nc(C)c3ccccc3c2=O)cc1	-5%	-8%	x	3%	-7.0%	x	5%[46.1 µM]
CCN1C(=O)CC(c2ccco2)Sc2ccccc21 (configuration not stated)	-12%	8%	0%	2%	0.0%	0%	2%[46.1 µM]
O=C(Cc1coc(-c2ccc(F)cc2)n1)NC1CCCCC1	-10%	-7%	8%[38.3 µM]	2%	3.6%	-1%	-23%[46.1 µM]
COc1ccccc1OCCn1cc(C(=O)O)c2ccccc21	2%[46 µM]	12%[9.22 µM]	-1%	12%	0.0%	1%	4%
CCCCc1c(C)[nH]c(C(=O)OCC)c1C	x	10%	-2%	-17%	-1.2%	5%	-15%

5 of the compounds above, in CSV form:
canonical_smiles,Lamin A splicing,HTT aggregate,IMPase Li inh,CBFb-RUNX1 inh,Epigenetic reg,Luc counter,NPSR antagonist
Cc1ccc(NC(=O)Cn2nc(C)c3ccccc3c2=O)cc1,-5%,-8%,x,3%,-7.0%,x,5%[46.1 µM]
CCN1C(=O)CC(c2ccco2)Sc2ccccc21 (configuration not stated),-12%,8%,0%,2%,0.0%,0%,2%[46.1 µM]
O=C(Cc1coc(-c2ccc(F)cc2)n1)NC1CCCCC1,-10%,-7%,8%[38.3 µM],2%,3.6%,-1%,-23%[46.1 µM]
COc1ccccc1OCCn1cc(C(=O)O)c2ccccc21,2%[46 µM],12%[9.22 µM],-1%,12%,0.0%,1%,4%
CCCCc1c(C)[nH]c(C(=O)OCC)c1C,x,10%,-2%,-17%,-1.2%,5%,-15%

Source: PubChem (National Center for Advancing Translational Sciences (NCATS))
